# Bioassay records: PubChem BioAssay, University of Kansas High Throughput Screening Laboratory
# mHTT-CaM PPI inh – mutant huntingtin-calmodulin interaction inhibitors – biochemical, AlphaScreen, primary screen; inhibition, % at 15 µM; hit rate 3.6% among 190,000; AlphaScreen His-mHTT/GST-CaM binding, luminescence;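 note: 0% = both proteins with DMSO and 100% = one protein alone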
# Target sequence (P42858 whole entry, looked up, stated change not applied): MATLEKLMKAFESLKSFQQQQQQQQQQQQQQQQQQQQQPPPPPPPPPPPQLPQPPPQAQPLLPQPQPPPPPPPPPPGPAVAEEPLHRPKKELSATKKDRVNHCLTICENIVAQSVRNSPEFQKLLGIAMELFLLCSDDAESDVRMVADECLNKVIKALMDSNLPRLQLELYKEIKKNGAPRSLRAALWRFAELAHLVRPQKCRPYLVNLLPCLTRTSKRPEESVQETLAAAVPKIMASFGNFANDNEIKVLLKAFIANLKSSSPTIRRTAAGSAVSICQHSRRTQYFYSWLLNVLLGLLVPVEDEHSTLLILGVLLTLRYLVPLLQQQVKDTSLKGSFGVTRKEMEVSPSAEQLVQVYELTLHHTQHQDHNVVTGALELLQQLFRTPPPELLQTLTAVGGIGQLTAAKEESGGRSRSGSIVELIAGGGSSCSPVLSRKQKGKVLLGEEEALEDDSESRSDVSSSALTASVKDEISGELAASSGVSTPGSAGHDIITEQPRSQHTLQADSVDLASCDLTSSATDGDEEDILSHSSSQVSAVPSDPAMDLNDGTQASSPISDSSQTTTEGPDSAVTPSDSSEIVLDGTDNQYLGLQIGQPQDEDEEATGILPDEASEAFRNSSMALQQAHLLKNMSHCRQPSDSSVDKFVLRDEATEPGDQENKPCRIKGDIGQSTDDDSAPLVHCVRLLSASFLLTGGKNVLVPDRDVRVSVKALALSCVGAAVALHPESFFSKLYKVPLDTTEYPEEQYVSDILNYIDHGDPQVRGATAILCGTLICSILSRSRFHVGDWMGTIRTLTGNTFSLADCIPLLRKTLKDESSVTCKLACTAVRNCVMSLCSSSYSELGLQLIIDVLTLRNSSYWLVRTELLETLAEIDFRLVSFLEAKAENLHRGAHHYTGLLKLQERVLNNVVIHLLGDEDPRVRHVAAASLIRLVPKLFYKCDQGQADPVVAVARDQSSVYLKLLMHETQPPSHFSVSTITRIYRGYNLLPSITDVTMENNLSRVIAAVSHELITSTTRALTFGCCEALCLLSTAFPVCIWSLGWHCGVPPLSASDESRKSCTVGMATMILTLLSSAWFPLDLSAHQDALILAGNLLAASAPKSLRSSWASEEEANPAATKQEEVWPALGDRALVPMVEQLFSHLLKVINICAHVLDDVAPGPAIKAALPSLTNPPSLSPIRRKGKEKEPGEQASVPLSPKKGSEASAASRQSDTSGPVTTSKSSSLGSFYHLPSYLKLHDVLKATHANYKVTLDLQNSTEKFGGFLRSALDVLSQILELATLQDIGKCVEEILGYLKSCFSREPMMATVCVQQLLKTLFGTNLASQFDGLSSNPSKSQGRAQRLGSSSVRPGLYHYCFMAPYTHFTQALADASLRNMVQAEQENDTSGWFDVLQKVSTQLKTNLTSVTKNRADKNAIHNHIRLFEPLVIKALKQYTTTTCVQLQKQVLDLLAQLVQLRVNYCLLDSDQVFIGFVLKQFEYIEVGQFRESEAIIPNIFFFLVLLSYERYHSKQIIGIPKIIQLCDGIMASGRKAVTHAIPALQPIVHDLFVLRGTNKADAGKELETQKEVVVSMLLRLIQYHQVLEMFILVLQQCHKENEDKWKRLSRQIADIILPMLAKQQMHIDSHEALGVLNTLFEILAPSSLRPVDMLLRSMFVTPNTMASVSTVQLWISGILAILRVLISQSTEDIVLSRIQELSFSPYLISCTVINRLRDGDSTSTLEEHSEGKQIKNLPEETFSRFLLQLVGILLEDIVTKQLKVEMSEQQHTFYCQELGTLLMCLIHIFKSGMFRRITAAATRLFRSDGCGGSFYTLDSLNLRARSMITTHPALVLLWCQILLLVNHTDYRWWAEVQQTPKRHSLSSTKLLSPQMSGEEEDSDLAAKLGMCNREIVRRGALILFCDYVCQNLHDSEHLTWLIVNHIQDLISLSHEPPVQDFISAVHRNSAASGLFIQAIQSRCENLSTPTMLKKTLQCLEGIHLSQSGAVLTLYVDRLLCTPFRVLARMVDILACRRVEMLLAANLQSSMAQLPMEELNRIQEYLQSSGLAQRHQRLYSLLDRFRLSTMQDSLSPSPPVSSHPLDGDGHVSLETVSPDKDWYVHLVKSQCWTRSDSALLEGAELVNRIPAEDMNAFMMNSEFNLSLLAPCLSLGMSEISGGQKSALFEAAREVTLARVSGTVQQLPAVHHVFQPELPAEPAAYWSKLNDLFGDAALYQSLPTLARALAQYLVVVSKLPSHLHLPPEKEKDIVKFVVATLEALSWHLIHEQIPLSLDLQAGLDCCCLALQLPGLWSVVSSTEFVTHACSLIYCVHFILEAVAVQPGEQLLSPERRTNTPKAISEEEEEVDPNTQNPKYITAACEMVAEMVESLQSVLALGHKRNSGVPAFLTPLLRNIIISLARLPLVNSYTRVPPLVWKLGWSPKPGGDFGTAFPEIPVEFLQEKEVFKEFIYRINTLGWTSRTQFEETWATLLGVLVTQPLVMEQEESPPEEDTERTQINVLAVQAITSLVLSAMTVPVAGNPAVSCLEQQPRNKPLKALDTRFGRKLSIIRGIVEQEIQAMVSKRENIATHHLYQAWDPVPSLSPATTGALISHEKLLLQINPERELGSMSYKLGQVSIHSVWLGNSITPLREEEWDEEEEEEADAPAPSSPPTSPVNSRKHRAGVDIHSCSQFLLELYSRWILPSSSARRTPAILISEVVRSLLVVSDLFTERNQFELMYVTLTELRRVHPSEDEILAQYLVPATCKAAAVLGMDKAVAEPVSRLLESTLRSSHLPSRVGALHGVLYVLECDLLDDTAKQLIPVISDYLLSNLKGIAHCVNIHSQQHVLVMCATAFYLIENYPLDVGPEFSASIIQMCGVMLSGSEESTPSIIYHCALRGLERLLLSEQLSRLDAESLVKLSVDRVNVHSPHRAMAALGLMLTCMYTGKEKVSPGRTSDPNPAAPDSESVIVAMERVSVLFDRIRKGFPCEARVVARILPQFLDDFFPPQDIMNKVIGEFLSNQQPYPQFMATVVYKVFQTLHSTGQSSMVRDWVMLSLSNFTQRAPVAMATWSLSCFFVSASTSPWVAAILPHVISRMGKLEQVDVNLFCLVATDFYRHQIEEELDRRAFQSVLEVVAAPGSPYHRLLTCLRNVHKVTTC
# Pf apPOL block – Pf-apPOL inhibitors, biochemical, fluorescence; inhibition, % at 10 µM; Recombinant Pf-apPOL, molecular beacon fluorescence, 1.5 h; hit rate 0.25% among 210,000; Plasmodium falciparum apicoplast DNA polymerase (apPOL)
# Numbers without * were called inactive; i = inactive; / = no result given; & = joins results of further samples. Cut-off read from the data, not from the text of the source: active = inhibition above about 50%; inactive = the rest.
no.	molecule	mHTT-CaM PPI inh	Pf apPOL block
1	O=C(Cc1cccc(F)c1)N1CCCC(c2ccnc(Nc3cccc(F)c3)n2)C1 (stereo not given)	73*	-2
2	O=C1CCCC2=C1C(c1ccc(F)cc1)Nc1ccc3ncccc3c12 (stereo not given)	-3	-8
3	O=C(NCc1ccc(F)cc1)N1CCC(c2nc3ccccc3[nH]2)CC1	-13	-14
4	COc1cccc(-c2nc(C3CCN(C(=O)c4cc(F)ccc4Cl)CC3)no2)c1	-3	6
5	Cc1c(Cl)cccc1NC(=O)c1ccc(-c2ccccc2[N+](=O)[O-])o1	8	-1
6	Fc1ccc(C2CC(c3ccccc3)Nc3nnnn32)cc1 (stereo not given)	-8	7
7	CCOC(=O)N1CCc2nn(CC(=O)Nc3ccccc3C)c(=O)cc2C1	28	-3
8	O=C1c2ccc([N+](=O)[O-])cc2C(=O)N1CCc1nc2ccccc2c(=O)o1	-2	-1
9	Cc1cc(C)cc(NC(=O)C2CCc3sc(C(=O)N(C)C)cc3C2)c1 (stereo not given)	-2	-3
10	O=C(c1ccc(F)cc1)N1CCN(c2ccc([N+](=O)[O-])c(NC3CC3)c2)CC1	2	0
11	Cc1ccc(C(=O)O/N=C2\C(=O)N(C)c3ccccc32)cc1	i	-2
12	COc1ccc(N2CCN(C(=O)c3cc4c(s3)CCN(C(C)=O)C4)CC2)cc1	12	6
13	CCCNC(=O)C1COC2(CCC(C)CC2)N1C(=O)c1ccccc1Cl (stereo not given)	-8	-2
14	Cc1ccc(C(=O)Nc2sc3c(c2C(N)=O)CCC(C)C3)o1 (stereo not given)	3	5
15	CCOC(=O)c1c(C)oc2c1c(C=NCCC1=CCCCC1)c(O)c1ccccc12	15	0
16	O=c1c(NCCN2CCCC2)nc2ccncc2n1Cc1ccccc1	3	2
17	O=C(c1ccccn1)N1CCN(c2[nH]ncc2-c2ccncc2)CC1	1	-6
18	Cc1ccsc1C=C1Oc2c(ccc(O)c2CN(C)C)C1=O	8	-7
19	COc1cccc(C2=NOC(C(=O)Nc3ccc(F)cc3F)C2)c1 (stereo not given)	1	-1
20	Cc1nn(C(=O)c2nn(C)cc2Cl)c(C)c1Br	0	-12
21	Cc1nc(-c2cc(S(=O)(=O)N3CCCCCC3)c(C)s2)sc1C	-13	-1
22	O=C(CC1CCCCC1)N1CCCN(c2cc(-c3ccc4c(c3)OCO4)[nH]n2)CC1	25	-4
23	CC(=O)c1cccc(NS(=O)(=O)c2cc(Cl)c(Cl)cc2Cl)c1	-5	-6
24	COc1ccc(OC)c(C(=O)c2ccc(C(=O)N3CCCCC3)cc2)c1	-2	3
25	CCN(CC)CCNc1ncnc2c1cnn2C	-8	-5
26	O=c1c2nnn(-c3cccc(F)c3)c2ncn1Cc1cccnc1	-11	0
27	CCCNC(=S)NNC(=O)Cc1ccc(Cl)c(Cl)c1	/	-91
28	COCCCNC(=O)N1CCCC1c1ccccc1Cl (stereo not given)	3	0
29	O=C(NCc1ccc(F)cc1)N1CC2CCCN2c2ccccc21 (stereo not given)	77*	-4
30	CCOc1cc(/C=C2/C(=O)ON=C2C)ccc1OCc1cccc(F)c1	93*	2
31	O=C1CC(c2ccccc2O)CC2=C1C(c1ccccc1)n1ncnc1N2 (stereo not given)	-14	-4
32	O=C(NC1CC1)c1c2c(nc3ccccc13)CCCC2	3	0
33	CCn1c(=O)c2c(ncn2Cc2ccccc2)n(-c2ccccc2C)c1=O	-1	-2
34	COC1=CS(=O)(=O)c2cc([N+](=O)[O-])cc([N+](=O)[O-])c21	2	-2
35	CCOc1ccc(C(=O)N2CCN(c3ccc([N+](=O)[O-])c(NC4CC4)c3)CC2)cc1	15	0
36	O=C(NCc1ccccc1)C1CCN(c2nnc3c(Cl)cccn23)CC1	-2	-4
37	COc1ccc([N+](=O)[O-])cc1NC(=O)CCCc1ccccc1	0	-4
38	CC1=C(C(=O)Nc2ccccc2)C(c2ccc(C)o2)N2C(=O)CSC2=N1 (stereo not given)	16	-8
39	O=S(=O)(c1cccc2cccnc12)N1CCCCCC1	-3&-4	-11&-4
40	O=C(C[n+]1cccc(/C=N/O)c1)NCc1ccccc1	i	1
41	Cc1c(N(Cc2ccccc2)C(=O)c2ccc([N+](=O)[O-])cc2)c(=O)n(-c2ccccc2)n1C	2	1
42	COc1ccc(C(=O)N=C2C=CC(=O)C(C)=C2)cc1	30	-9
43	COc1ccc(C2=N/C(=C\c3c(F)cccc3Cl)C(=O)O2)cc1[N+](=O)[O-]	0	1
44	COc1ccc(-c2cc3n(n2)CCCN(C(=O)c2cnccn2)C3)cc1	6	-3
45	Cc1[nH]n(-c2ccc([N+](=O)[O-])cc2)c(=O)c1C=NC(C)(C)C	-1	0
46	COc1ccccc1C(=O)N1CCCC1c1cc(C)on1 (stereo not given)	6	5
47	NC(=NOC(=O)Nc1ccc(Cl)cc1)c1cccc(CS(=O)(=O)c2cccs2)c1	/	-7
48	c1ccc(Cn2cc(Cn3nnc(-c4ccccc4)n3)nn2)cc1	-9	/
49	Cc1cccc(NC(=O)CN2C(=O)N/C(=C\c3cccc(Br)c3)C2=O)c1	5	0
50	Fc1ccc(N=Cc2ccccc2)cc1	/	9

# (continued)
no.	molecule	mHTT-CaM PPI inh	Pf apPOL block
51	Cc1cc2ncn(C(=O)C3CCCCC3)c2cc1C	12	-6
52	Cc1ccc(Cl)cc1NC(=O)N1CCc2nc(-c3ccc(F)cc3)ncc2C1	-4	-2
53	CC(C)(C)OC(=O)N1CCC(C(=O)Nc2cccc(C(=O)NCCc3ccccc3)c2)CC1	2	-8
54	Cc1nc2cc(S(=O)(=O)C(F)(F)F)ccc2s1	-20&-5	-5
55	CC(=O)N(c1ccc(C)cc1)C1SC(=O)N(c2ccccc2)C1=O (stereo not given)	-8	5
56	COc1ccc(NC(=O)C2(C)Oc3cccnc3NC2=O)cc1OC (stereo not given)	9	1
57	O=C(O)CN1CC(=O)N(C2CCCC2)C(c2cccc(F)c2)C1=O (stereo not given)	29	-8
58	O=C(c1ccccn1)N1CCCCC1c1nc(-c2cnccn2)no1 (stereo not given)	-2	-7
59	O=C(Nc1ccncc1)C(=O)Nc1ccncc1	-2	-19
60	O=C(ON=C1CCCc2occc21)c1ccc(Cl)cc1Cl	/	-2
61	Cn1cc(CC(=O)NC2CC(O)C(CO)C2)c2ccccc21 (stereo not given)	1	0
62	O=S(=O)(c1ccc2nc(-c3ccccc3)[nH]c2c1)N1CCN(c2ncccn2)CC1	22	-10
63	CC(=O)N1CCc2cc(Br)cc(S(=O)(=O)N3CCN(C4CCCC4)CC3)c21	-5	-3
64	CC(C)(CO)NC(=O)NCC12CC3CC(CC(C3)C1)C2	-2&3	1&-2
65	Cc1nn2c(CNC(=O)c3cccc(Cl)c3)c(C)nc2s1	10	-2
66	O=c1c2ccccc2c(=O)c2c1c(O)cc1oc3ccccc3[nH]c12	0	13
67	COc1ccc(OC)c(NC(=O)CSc2nnc(N)s2)c1	0	3
68	Cc1cccc(CSC2=NN3CCCC(=O)N=C3S2)c1	-2	1
69	O=C(NCc1ccncc1)C1CN(S(=O)(=O)c2cccs2)CC12CCCCC2 (stereo not given)	11	0
70	CC(C(=O)N1CCCc2c1c(=O)oc1ccc(O)cc21)N1CCCC1 (stereo not given)	3	1

# Exported with one line to a screen: part of the list above
66. O=c1c2ccccc2c(=O)c2c1c(O)cc1oc3ccccc3[nH]c12
67. COc1ccc(OC)c(NC(=O)CSc2nnc(N)s2)c1
68. Cc1cccc(CSC2=NN3CCCC(=O)N=C3S2)c1
69. O=C(NCc1ccncc1)C1CN(S(=O)(=O)c2cccs2)CC12CCCCC2 (stereo not given)
70. CC(C(=O)N1CCCc2c1c(=O)oc1ccc(O)cc21)N1CCCC1 (stereo not given)

entry no. | 66 | 67 | 68 | 69 | 70
mHTT-CaM PPI inh | 0 | 0 | -2 | 11 | 3
Pf apPOL block | 13 | 3 | 1 | 0 | 1

# Next section
no.	molecule	mHTT-CaM PPI inh	Pf apPOL block
71	COc1ccc(-c2coc3c4c(ccc3c2=O)OCN(C2CC(C)(C)NC(C)(C)C2)C4)cc1OC	2	-5
72	Cc1ccc(NC(=S)NCCCNC(=O)c2cccs2)c(C)c1	/	-6
73	COc1ccc(NC(=O)c2ccc(SCCN3CCOCC3)nc2)cc1	5	-2
74	c1ccc(CCN2CCN(c3ccccc3)CC2)cc1	8	-2
75	Cc1ccc2nc3sc(C(=O)N4CCN(C(=O)c5ccco5)CC4)cc3c(=O)n2c1	13	17
76	CCc1nccn1Cc1nc(-c2ccc(C)c(C)c2)no1	7	-4
77	C=CCNC(=O)CSc1nc2sc3c(c2c(=O)[nH]1)CCCC3	5	-3
78	Cc1ccc(CNC(=O)c2ccc(-c3cccnc3)nc2)cc1	-1	0
79	COc1ccc(N=c2scc(-c3ccc(I)cc3)n2CCO)cc1	66*	-5
80	CCc1ccc(NC(=O)CN2C(=O)NC3(CCC(C)CC3)C2=O)cc1 (stereo not given)	1	-1

# Looked up above.
# Under Pf apPOL block, no. 77 reads -3
# Under Pf apPOL block, no. 76 reads -4
# Under mHTT-CaM PPI inh, no. 74 reads 8

# In the list so far, 3 have an aryl thioether with sulfur outside any ring.
no.	molecule	mHTT-CaM PPI inh	Pf apPOL block
67	COc1ccc(OC)c(NC(=O)CSc2nnc(N)s2)c1	0	3
73	COc1ccc(NC(=O)c2ccc(SCCN3CCOCC3)nc2)cc1	5	-2
77	C=CCNC(=O)CSc1nc2sc3c(c2c(=O)[nH]1)CCCC3	5	-3

# (cont.)
no.	molecule	mHTT-CaM PPI inh	Pf apPOL block
81	Cc1cc(C(=O)Nc2nnc(SCC(=O)NCc3ccc4c(c3)OCO4)s2)no1	-9	-1
82	O=C(COc1ccccc1N1C(=O)C2C3CCC(C3)C2C1=O)c1ccc(Cl)cc1 (stereo not given)	14	1
83	N#CC1=CN(c2ccc(Cl)cc2F)c2ccccc2S1(=O)=O	-3	4
84	COc1ccc(N2C(=O)CSC2c2cccc(F)c2)cc1 (stereo not given)	4	-3
85	COc1cc(C(=O)Nc2cc(-c3nc4cc(C)cc(C)c4o3)ccc2C)cc(OC)c1OC	8	-2
86	Cc1cc(C2CCCN2Cc2ccc(F)cc2F)on1 (stereo not given)	-8	2
87	CCOC(=O)CNC(=O)N1CCN(Cc2nc3cccnc3n2-c2ccccc2)CC1	-6	-2
88	CCOc1ccc(NC(=O)C(c2ccccc2)c2ccccc2)c([N+](=O)[O-])c1	50*	-8
89	O=C(Nc1c(F)c(F)c(F)c(F)c1F)c1c(F)c(F)c(F)c(F)c1F	-4	-4
90	Cc1cccc(OCC(=O)N2CCC(Cc3nnc(-c4ccccc4)o3)CC2)c1	10	5
91	Cc1nnc(-c2cc(C)n(CC(=O)Nc3ccc(C)c(C)c3)c2C)o1	39	3
92	CCN(C(=O)c1sc2cc([N+](=O)[O-])ccc2c1Cl)c1ccc2c(c1)OCO2	1	-3
93	Cc1ccccc1Cc1nc(-c2ccc(=O)[nH]c2)no1	3	5
94	Cc1cc(NC(=O)c2cn(-c3ccc(C#N)cc3)cn2)ccc1Br	-4	-5
95	O=C(NCc1ccc(N2CCOCC2)cc1)c1cn2cc(Cl)ccc2n1	2	-3
96	Cc1cc(C)c2c(N3CCCCC3)nc(C(=O)N3CCCCC3)nc2n1	7	2
97	CC(C)(C)C(=O)Nc1ccc2c(c1)CC(=O)N2	-9	-3
98	OC(CNCc1ccc(C(F)(F)F)cc1)Cn1ccc(C(F)(F)F)n1 (stereo not given)	/	-3
99	COc1ccccc1C1NC(c2ccccc2OC)C(C)C(=O)C1C (stereo not given)	-1	-17
100	CNc1nccc(N2CCC(CC(=O)N3CCN(CCC#N)CC3)CC2)n1	1	-2
101	C=CCNC(=O)c1ccc(OC)c(Cl)c1	-3	-6
102	O=C1NC(c2ccccc2)=C([N+](=O)[O-])C(c2cccc(F)c2)N1 (stereo not given)	-5	-1
103	CCOc1ccc2nc(Cl)c(C3CC(c4ccccc4)=NN3C(=O)c3ccco3)cc2c1 (stereo not given)	1	-29
104	O=C(Nc1nc2c(s1)CCCC2)C1=COCCO1	-5	-3
105	Cc1n[nH]c(C)c1CCCOc1ccccc1F	-3	-8
106	O=C(Nc1ccc(Cl)c(Cl)c1)c1cc(S(=O)(=O)NCc2ccco2)ccc1F	100*	-4
107	CN(C)c1ccc(C(=O)NC2CCN(c3ccccc3)C2=O)cc1 (stereo not given)	-3	-4
108	CCOc1ccccc1Oc1c(C)oc2cc(OC(=O)c3ccco3)ccc2c1=O	0	-11
109	O=C(Nc1cccc(Cl)c1)C1CCc2nc(N3CCOCC3)ncc2C1 (stereo not given)	10	-13
110	CCOc1ccccc1Oc1c(C)oc2cc(OC(=O)c3ccc4c(c3)OCO4)ccc2c1=O	-6	-3

# Entries by screen from the list:
# Pf apPOL block, entries 106–109: -4, -4, -11, -13
# mHTT-CaM PPI inh, entries 106–109: 100*, -3, 0, 10

# Additional structures
no.	molecule	mHTT-CaM PPI inh	Pf apPOL block
111	CCCS(=O)(=O)N1CCc2ccc(NC(=O)Cn3c(=O)oc4ccccc43)cc2C1	-6	-1
112	CC1=NN(c2ccc(C)cc2)C(=O)C1=C1SCCCS1	/	-3
113	COc1ccc(N2CC(C(=O)Nc3ccc(S(=O)(=O)Nc4nccs4)cc3)CC2=O)cc1 (stereo not given)	2	-6
114	O=C(NCc1ccc(F)cc1)N1CCC(CCOc2ccncc2)CC1	-5	-4
115	Cc1cccc(NC(=O)C2CCCN(c3ncc(-c4ccccc4)cn3)C2)c1 (stereo not given)	-5	1
116	COc1cc(C=C2SC(N3CCN(c4ccccc4[N+](=O)[O-])CC3)=NC2=O)ccc1O	22	8
117	Cn1c(=O)c2c(nc3n(CCO)c(-c4ccc(Cl)cc4)cn23)n(C)c1=O	7	1
118	O=C(Nc1ccc(Oc2ccc(OC(F)(F)F)cc2)cc1)c1ccco1	/	-8
119	CN1C(=O)CCc2cc(NC(=O)c3n[nH]c4ccccc34)ccc21	9	-11
120	COc1ccccc1NC(=O)C1C2c3ccccc3C(c3ccccc32)C1C (stereo not given)	-4	-13
121	Cc1noc(C)c1S(=O)(=O)N1CCSCC1	/	-5
122	CCNC(=O)C1CCc2sc(C(=O)N(CC)CC)cc2C1 (stereo not given)	-4	1
123	O=C(Nc1ccc(Cl)cc1)C1CCN(c2ccncc2)CC1	-6	-1
